# AP ELISA ortho – alternative complement pathway inhibitors, primary screen, biochemical, ELISA, human serum, orthogonally pooled compounds | LPS-coated ELISA, C3 deposition; tested in compound mixtures | inhibition, % at 5 µM | actives 0.08% (n = 62,000);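 active = inhibition above 30% in each of the two pooled mixtures holding the compound, so the lower value exceeds 30%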;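 note: 0% = serum in Mg-EGTA without compound and 100% = EDTA serum blank; some compounds past the cut are filed as inactive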
#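 Test system: human serum complement alternative pathway, C3 deposition onto LPS / Medium: Mg2+-EGTA GVB++ buffer containing human serum at 1:15 dilution / Probe or stimulus: Plate-bound LPS / Times: 1 h at 37 °C / Signal: ELISA with HRP anti-human C3 antibody, TMB substrate, absorbance 450 nm / Measure: percent inhibition / Repeats: two pool placements per compound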
# CatL inh – inhibitors of human cathepsin L, biochemical. purified cathepsin L, fluorogenic substrate, fluorescence. inhibition, %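 (tested at 10 µM)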. actives 0.17% (n = 58,000); in the data active = inhibition above about 45%;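 note: 0% = enzyme with no compound and 100% = no enzyme blank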
# Target sequence (P07711 114-288 limits assumed): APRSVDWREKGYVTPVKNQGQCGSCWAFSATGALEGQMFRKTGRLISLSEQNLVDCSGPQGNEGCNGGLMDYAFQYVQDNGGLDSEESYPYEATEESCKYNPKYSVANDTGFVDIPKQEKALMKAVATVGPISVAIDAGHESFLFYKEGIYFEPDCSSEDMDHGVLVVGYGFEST
# Target sequence (P07711 292-333 limits assumed): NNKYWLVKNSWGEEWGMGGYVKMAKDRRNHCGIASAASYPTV
# CatB inh – human cathepsin B inhibitors, primary screen, biochemical, fluorogenic substrate. inhibition, %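 (tested at 10 µM)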. actives 0.1% (n = 63,000). purified cathepsin B, fluorescence. P07858; in the data active = inhibition above about 21%;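 note: 0% = enzyme with no compound and 100% = no enzyme blank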
# C1s inh – complement C1s protease inhibitors, primary screen, biochemical, 10-compound mixtures; purified C1s, fluorogenic AMC substrate, pooled mixtures; mean inhibition % of two 10-compound mixtures (hits give high values), % at 5 µM (by protocol); actives 0.16% (n = 62,000); AID 538, 2006;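 active = inhibition above 20% in each of the two 10-compound mixture wells holding the compound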;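 note: 0% = enzyme wells lacking compound mixture and 100% = no-enzyme blank wells; some compounds called inactive have numbers as strong as hits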
# Target sequence (P09871 16-437 limits assumed): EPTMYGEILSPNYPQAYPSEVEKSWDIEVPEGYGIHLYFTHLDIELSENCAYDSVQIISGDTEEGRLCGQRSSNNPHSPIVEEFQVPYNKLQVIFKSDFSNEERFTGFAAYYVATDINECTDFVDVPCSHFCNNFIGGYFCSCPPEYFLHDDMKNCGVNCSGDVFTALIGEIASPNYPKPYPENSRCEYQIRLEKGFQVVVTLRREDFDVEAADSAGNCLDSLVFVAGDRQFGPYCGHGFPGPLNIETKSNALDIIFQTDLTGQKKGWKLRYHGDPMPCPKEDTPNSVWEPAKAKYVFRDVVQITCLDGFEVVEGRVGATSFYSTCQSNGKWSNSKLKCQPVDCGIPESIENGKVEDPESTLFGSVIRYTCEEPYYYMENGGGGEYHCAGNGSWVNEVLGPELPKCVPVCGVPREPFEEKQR
# Target sequence (P09871 438-688 limits assumed): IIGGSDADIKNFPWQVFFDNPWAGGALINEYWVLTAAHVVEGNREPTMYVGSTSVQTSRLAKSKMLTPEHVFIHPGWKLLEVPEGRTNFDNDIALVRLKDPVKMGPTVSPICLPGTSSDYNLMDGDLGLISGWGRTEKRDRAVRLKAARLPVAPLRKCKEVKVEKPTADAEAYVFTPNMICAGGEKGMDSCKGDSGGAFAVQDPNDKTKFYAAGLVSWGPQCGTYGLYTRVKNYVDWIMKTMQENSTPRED
# CatB mixtures – cathepsin B inhibitors from pooled compounds, primary screen, biochemical, compound mixtures, AMC fluorescence; P07858; Purified cathepsin B, AMC dipeptide fluorescence; inhibition, %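 (ten-compound pools at 5 µM per compound and 50 µM total)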; actives 0.06% (n = 62,000); in the data active = inhibition above about 22%, passing the limit was not always enough; inconclusive = no clear call, values can overlap the other calls;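 note: 0% = enzyme without compound and 100% = no enzyme blank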
# Cathepsin G inh – human cathepsin G inhibitors, primary screen, biochemical, pooled compound mixtures, AMC fluorescence | purified enzyme, AMC-tetrapeptide fluorescence | P08311 | inhibition, % at 5 µM (by protocol) | actives 0.2% (n = 62,000);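 active = inhibition above 20% in each of the two mixture wells holding the compound; inactive = inhibition of 20% or less in either well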;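 note: 0% = enzyme control without mixture and 100% = blank lacking enzyme; strong numbers were not always called active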
# CatS block – inhibitors of human cathepsin S, biochemical, compound mixtures; P25774; recombinant cathepsin S, AMC dipeptide fluorescence, pooled mixtures; inhibition, %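 (tested at 5 µM per compound within 10-compound mixtures)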; actives 0.06% (n = 62,000); in the data active = inhibition above about 32%, passing the limit was not always enough; inconclusive = no clear call, values can overlap the other calls;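 note: 0% = enzyme without compound and 100% = blank without enzyme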
# FXIIa inh mix – human factor XIIa inhibitors, primary screen, biochemical, pooled compound mixtures, fluorogenic substrate; purified FXIIa; Coagulation factor XII (Homo sapiens), P00748; AID 684, 2007; inhibition, % at 5 µM; actives 0.2% (n = 62,000);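 note: 0% = enzyme without compound and 100% = no enzyme blank; some results filed as inactive read as strong as hits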
# FXIa mix inh – FXIa protease inhibitors in compound pools, primary screen, biochemical, 10-compound mixtures; purified FXIa, fluorogenic substrate, pooled mixtures; actives 0.19% (n = 62,000); AID 680, 2007; inhibition, % at 5 µM;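 note: each value is inhibition by a whole ten-compound pool holding the compound; 0% = enzyme with no mixture and 100% = wells lacking enzyme; strong numbers were not always called active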
# The depositor's hits bear a star; ? = inconclusive; . = no result given. Cut-off read from the data, not from the text of the source, unless noted: active = inhibition above about 20% (passing the limit was not always enough); inactive = the rest. Some of the compounds tested; count on the stated rates, not on these rows.
Structure | AP ELISA ortho | CatL inh | CatB inh | C1s inh | CatB mixtures | Cathepsin G inh | CatS block | FXIIa inh mix | FXIa mix inh
Cc1cc(S(=O)(=O)NC(C)C)ccc1OCC(=O)N1CCN(Cc2ccc3c(c2)OCO3)CC1 | -6 | 3 | -1 | -21 | -2 | 40 | 0 | 2 | 14
Cc1nc2c(-c3ccccc3)c(C)nn2c(C)c1CCC(=O)N1CCC2(CC1)OCCO2 | 14 | -7 | -1 | -3 | 5 | 0 | -2 | 4 | 4
Cc1nc2cc(-c3ccccc3)nn2c(C)c1CCC(=O)N1CCC2(CC1)OCCO2 | -8 | 4 | 8 | -40 | 1 | -9 | 8 | 10 | 5
COc1ccccc1N1C(=O)NC(=O)C2(Cc3cc(C)ccc3N(C)C2)C1=O (centres undefined) | 10 | 7 | 1 | -4 | 3 | -2 | 21 | 5 | 8
Cc1ccc(S(=O)(=O)NCC2CCC(C(=O)N3CCC4(CC3)OCCO4)CC2)cc1 (centres undefined) | 14 | 5 | 2 | 17 | 5 | 11 | -2 | -11 | 1
O=C(CCCC1=NS(=O)(=O)c2ccccc2N1)N1CCC2(CC1)OCCO2 | 3 | 8 | -5 | -2 | 4 | -1 | 12 | 1 | 6
O=C(O)c1nonc1-c1nonc1C(=O)O | 22 | -1 | -5 | -50 | -9 | -17 | -33 | 9 | -19
Cn1c(C(=O)N2CCC(C(=O)N3CCC4(CC3)OCCO4)CC2)cc2sccc21 | 12 | 2 | 2 | 10 | -1 | 8 | -5 | 10 | 8
CCN(CC)CCN=Cc1c(O)n(C2CCCCCC2)c(=O)[nH]c1=O | 7 | -1 | 3 | -9 | -1 | 5 | -20 | -17 | -5
COCCOC(=O)C1=C(C)OC(N)=C(C(=O)OC)C12C(=O)Nc1ccccc12 (centres undefined) | 16 | -3 | -4 | -8 | -2 | -2 | -3 | 6 | 13
O=C(COc1ccc(S(=O)(=O)N2CCCCC2)cc1)N1CCN(Cc2ccccc2)CC1 | -17 | 10 | -5 | -10 | 4 | -7 | 4 | 1 | 3
Cc1ccc(C2SCC(=O)Nc3c2c(=O)[nH]n3C2CCOC(C)(C)C2)cc1 (centres undefined) | 8 | 0 | 0 | -31 | 8 | -2 | 5 | 5 | -1
C=CCN1C(=O)C2(C(C(=O)OCC)=C(N)Oc3c2c(=O)oc2ccccc32)c2ccccc21 (centres undefined) | 10 | 2 | -3 | 4 | -1 | -3 | -14 | 5 | -5
COc1ccc(CCN(C)Cc2ccncc2)cc1OC | 15 | 6 | . | 18 | 6 | 29 | 0 | 13 | 11
COc1ccccc1CC1/C(=N/O)C2CCN1CC2 (centres undefined) | 6 | 4 | -2 | -109 | -2 | -4 | -13 | 12 | -14
CCn1nc(-c2ccccc2)nc2c(=O)n(C)c(=O)nc1-2 | 6 | 85* | 76* | 1 | 47 | 2 | . | 8 | 7
Cc1ccc2nc3c(cc2c1)CC1(C(=O)N(C)C(=O)N(C)C1=O)C1CCCCN31 (centres undefined) | 9 | -142 | -1 | -16 | 1 | 7 | 2 | 2 | -2
Cc1nc2c(c(C)nn2-c2ccccc2)c(C)c1CCC(=O)N1CCC2(CC1)OCCO2 | 8 | 0 | -2 | 6 | 4 | 8 | 2 | 5 | 0
CCOP1(=S)Oc2cc3c(cc2C(C(=O)OC)(C(F)(F)F)O1)OCO3 (centres undefined) | 21 | -3 | 1 | 10 | 6 | 12 | -6 | -14 | 4
Cc1noc(C)c1C(=O)N1CCC2(CC1)OCCO2 | 6 | 6 | 0 | 14 | 9 | 9 | 27 | 12 | 5
C[n+]1ccc(-c2ccncc2)cc1 | -5 | 3 | 4 | -41 | 2 | 4 | 4 | 7 | 1
Cn1nc(N)c2c1N=P(N1CCOCC1)(N1CCOCC1)N=C2c1ccccc1 | 9 | 10 | 0 | 19 | 3 | 9 | -1 | 6 | 12
CN1CCC(O)(c2ccccc2)C(C(=O)c2ccccc2)C1 (centres undefined) | 7 | 4 | 1 | 0 | 3 | 7 | -3 | 4 | 5
CCOC(=O)[C@]1(C#N)[C@@H]2C=CC(C(C)=O)=CN2[C@@H](C(N)=O)[C@@H]1c1ccsc1 | 22 | -2 | -1 | 5 | 3 | 6 | -5 | 3 | 1
COc1ccc(CCn2c(O)c(C=NCc3cccnc3)c(=O)[nH]c2=O)cc1OC | 4 | 2 | -5 | -9 | -3 | 3 | 1 | 8 | 2
CN(Cc1ccccc1)Cc1ccccc1OC(=O)N(C)C | 15 | 1 | 0 | 1 | 1 | 8 | -2 | 10 | 1
CCCCn1c(N)c(C(=O)NCCN2CCOCC2)c2nc3ccccc3nc21 | 0 | -101 | -4 | -55 | -4 | -6 | 12 | -1 | -13
CN1C(=O)C(Cc2ccsc2)C(=O)N(C)C1=O | -2 | 7 | 1 | 15 | 4 | 14 | -1 | -1 | 4
Cn1cc(C(=O)N2CCC3(CC2)OCCO3)c2c3ccccc3n(C)c2c1=O | 12 | -1 | 3 | 4 | 4 | 8 | -4 | 10 | 6
Cc1ccc2cc3cc(C(=O)N4CCC5(CC4)OCCO5)oc3nc2c1 | 12 | 0 | 5 | 0 | 4 | 6 | -7 | 4 | 6
COc1ccccc1N1CCN(Cc2ccc(Br)s2)CC1 | 30 | . | . | 4 | 1 | 8 | 0 | 5 | 0
CC(C)OC12Oc3ccccc3C=C1N1CCC2CC1 (centres undefined) | 4 | 1 | 2 | 8 | -8 | 11 | -2 | 14 | -3
c1cncc(CNC2=NCCCCC2)c1 | -3 | 9 | 3 | -6 | 2 | 12 | 1 | -1 | 0
CCC(=O)N1CC(=O)Nc2ccc(Cl)cc2C1c1ccc(F)cc1 (centres undefined) | 18 | -7 | -8 | 4 | 6 | 3 | 0 | -14 | 5
O=C(C1CCN(S(=O)(=O)N2CCOCC2)CC1)N1CCC2(CC1)OCCO2 | 4 | 0 | 0 | -20 | 6 | -14 | -3 | -20 | 2
COc1ccc(CC2c3cc(OC)c(OC)cc3CCN2C)cc1OC (centres undefined) | -8 | 2 | -5 | -26 | 3 | -5 | 3 | -1 | -2

# A run of entries of the results above:
Structure | AP ELISA ortho | CatL inh | CatB inh | C1s inh | CatB mixtures | Cathepsin G inh | CatS block | FXIIa inh mix | FXIa mix inh
CCC(=O)N1CC(=O)Nc2ccc(Cl)cc2C1c1ccc(F)cc1 (centres undefined) | 18 | -7 | -8 | 4 | 6 | 3 | 0 | -14 | 5
O=C(C1CCN(S(=O)(=O)N2CCOCC2)CC1)N1CCC2(CC1)OCCO2 | 4 | 0 | 0 | -20 | 6 | -14 | -3 | -20 | 2
COc1ccc(CC2c3cc(OC)c(OC)cc3CCN2C)cc1OC (centres undefined) | -8 | 2 | -5 | -26 | 3 | -5 | 3 | -1 | -2

# Next results follow.
Structure | AP ELISA ortho | CatL inh | CatB inh | C1s inh | CatB mixtures | Cathepsin G inh | CatS block | FXIIa inh mix | FXIa mix inh
Fc1ccccc1N1CCN(Cc2ccc3c(c2)OCO3)CC1 | -2 | . | . | -7 | 3 | -3 | 17 | 9 | 2
Cn1ncnc2c(=O)n(C)c(=O)nc1-2 | 13 | 85* | 83* | -82 | 80* | 7 | 70* | 1 | 2
COC(=O)C1C2c3ccccc3OC1(C)N=c1s/c(=C/c3cnn(C)c3C)c(=O)n12 (centres undefined) | 9 | 5 | -1 | 3 | 8 | 2 | 4 | 2 | 12
Cc1c2cnn(CC(=O)N3CCC4(CC3)OCCO4)c(=O)c2c(C)n1Cc1ccccc1 | 9 | 5 | -1 | -6 | -3 | 1 | 1 | 0 | 5
CCOC(=O)c1ccc(NC(=O)C2C3C=CC(O3)C2C(=O)O)cc1 (centres undefined) | 5 | 8 | -2 | -6 | 1 | 8 | 1 | 9 | -1
Nc1c(C(=O)NCCN2CCOCC2)c2nc3ccccc3nc2n1Cc1ccco1 | -8 | -56 | -6 | -106 | -14 | -25 | -4 | 4 | -44
COc1ccc(-c2cc(C(F)(F)F)n3nc(C(=O)N4CCC5(CC4)OCCO5)cc3n2)cc1OC | 9 | -3 | 2 | 0 | 4 | 10 | -1 | 8 | -1
COc1ccc(OC)c(CC(=O)O)c1 | -13 | 17 | 1 | 16 | -2 | 13 | 7 | -11 | 3
CSC1=NP(=S)(SC)N(C)c2nc3n(c21)CCC3 (centres undefined) | 8 | -3 | 2 | 16 | -1 | 9 | 1 | 4 | 7
Cc1nc2ccc(Cl)cn2c1P(=S)(N1CCOCC1)N1CCOCC1 | 19 | -6 | -7 | 8 | 6 | 3 | -1 | 2 | -8
CCCC(=O)Nc1ccc(N2CCN(CC)CC2)c(Cl)c1 | 14 | 13 | 3 | -52 | -1 | 2 | -3 | 11 | -9
CN1C(=O)C(C2(C#N)CCCCC2)C(=O)N(C)C1=O | -18 | 20 | -1 | 24 | 1 | 19 | 3 | 0 | 31

# Full records as entered above.
# Record of CCOC(=O)c1ccc(NC(=O)C2C3C=CC(O3)C2C(=O)O)cc1 (centres undefined) → AP ELISA ortho = 5; CatL inh = 8; CatB inh = -2; C1s inh = -6; CatB mixtures = 1; Cathepsin G inh = 8; CatS block = 1; FXIIa inh mix = 9; FXIa mix inh = -1
# Record of COC(=O)C1C2c3ccccc3OC1(C)N=c1s/c(=C/c3cnn(C)c3C)c(=O)n12 (centres undefined) → AP ELISA ortho = 9; CatL inh = 5; CatB inh = -1; C1s inh = 3; CatB mixtures = 8; Cathepsin G inh = 2; CatS block = 4; FXIIa inh mix = 2; FXIa mix inh = 12

# Continued:
# The line under a structure holds: AP ELISA ortho, CatL inh, CatB inh, C1s inh, CatB mixtures, Cathepsin G inh, CatS block, FXIIa inh mix, FXIa mix inh
- O=C1NC(=O)N(Cc2ccccc2Cl)C(=O)/C1=C/N1CCOCC1
→ 0, 7, 6, 15, 4, 13, -1, 1, 8
- N[C@@H](Cc1c[nH]c2ccccc12)c1nnc(SCc2c(F)cccc2Cl)o1
→ -1, 2, -3, 2, 2, -2, 4, -17, 2
- CC(=O)c1c(C)n(CC2CCCO2)c2ccc(O)cc12 (centres undefined)
→ 25, -4, -3, 7, 3, -1, -3, 4, 12
- CC1=CC(=O)NP(=O)(Oc2ccc3ccccc3c2)N1 (centres undefined)
→ -5, 33, 3, 17, 4, 13, 4, 4, 4
- C=Cn1ccnc1P(=S)(c1cc(N(CC)CC)ns1)c1nccn1C=C
→ 20, -7, 5, 16, 4, 12, -3, -11, 3
- CCOP(=S)(OCC)SCOC(=O)NCC(=O)OC
→ 6, ., ., 17, -4, 11, 6, 5, 7
- CCc1cccc2c(C#N)cn(CC(=O)N3CCOCC3)c12
→ -2, ., 5, -1, 2, 9, 10, 3, -1
- CN(C)C(=O)Oc1ccc(OC(=O)c2ccccc2)cc1
→ -4, -15, 0, -34, 0, -12, ?, -5, -3
- c1ccc2c(c1)OCC(C1=NCCN1)O2 (centres undefined)
→ -18, 1, 2, -13, 4, -9, 12, 12, 0
- O=C(CSc1ccccc1)N1CCC2(CC1)OCCO2
→ 8, 6, 3, -20, 1, 5, -1, 6, 3
- Cn1c(O)c(C=NCc2cccs2)c(=O)n(C)c1=O
→ 17, 6, 1, -30, 4, -2, 3, 4, 7
- CCc1nnc(NC(=O)CCc2nc(C3=CCN(C)CC3)no2)s1
→ 12, 4, -6, 0, 5, -1, -3, -2, 5
- CC(NC(C)(C)C)C(=O)c1cccc(Cl)c1 (centres undefined)
→ 20, 7, 4, 11, 5, 9, -3, 4, 3
- Cc1nc2nc(C)c(CCC(=O)N3CCC4(CC3)OCCO4)c(C)n2n1
→ 10, 11, 0, -53, -2, 3, -17, 8, -13
